# Compound activity from PubChem.
# MRP reversal: MRP-mediated drug resistance reversal. H69AR cells + 2 uM doxorubicin, CellTiter-Glo, 72 h. differential viability (reversal), % at 10 µM. 0.04% of 85,000 active;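 active = viability drop by adding the cancer drug above about 55%, with treated viability meeting a 40% cutoff, limit read from the data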;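 also: viability without doxorubicin minus viability with 2 µM doxorubicin for each compound; larger differential means the compound sensitizes cells more to doxorubicin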
# Bcl-B displacement: displacers of TR3 peptide from Bcl-B, primary screen, selectivity assay for Bfl-1 inhibitor project, biochemical, fluorescence polarization; FP displacement of FITC-TR3 peptide from Bcl-B; higher % means a stronger effect; 0.11% of 96,000 active; one-dose displacement, % at 20 µM; IC50 in µM for titrated hits;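 active = displacement above 50% at 20 µM plus a fluorescence interference ratio under 1.5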;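 also: plate controls were wells without compound for no effect and wells lacking Bcl-B protein for full effect; a part of the inactive calls stands beside numbers as strong as those of hits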
# IL1B NFkB inh: blocks IL-1B driven NFkB nuclear translocation in HUVEC cells. inhibition, % at 2 µM. HUVEC IL-1B NFkB p65 nuclear translocation imaging. 0.43% of 94,000 active. AID 796;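 active = inhibition above about 30% together with a positive call from visual inspection of the well image, limit read from the data; inconclusive = inhibition above a set limit but visual check negative; inactive = inhibition not above a set limit, visual check negative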;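 also: nuclear over cytoplasmic p65 intensity ratio measured by imaging; 0% = IL-1B stimulated DMSO wells and 100% = unstimulated DMSO wells; values of inactives mirror those of a sister screen read the other way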
# IL1B NFkB pot: enhances IL-1B driven NFkB nuclear translocation; HUVEC IL-1B NFkB p65 nuclear translocation imaging; activation, % at 2 µM; 0.3% of 94,000 active;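 active = activation above 40%, about the mean plus 3 SD, also judged a hit on visual image review; inconclusive = activation above 40% but not a hit on visual review; inactive = activation not above 40% and no visual hit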;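 also: percent activation is computed from the nuclear over cytoplasmic p65 intensity ratio; values of inactives mirror those of a sister screen read the other way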
# PLAP inhibition: PLAP enzyme inhibitors, biochemical, luminescence, HTS (AID 690); purified PLAP, luminescent substrate; higher % means a stronger effect; 0.08% of 96,000 active; inhibition, % at 20 µM, or IC50 in µM where a hit was titrated; in the data active = a potency from the dose series; inactive = the rest, 99 in 100 with inhibition below about 30%; also: strong numbers were not always called active
# MRP reversal cytotoxicity: also measured in MRP reversal; calls as there; viability, %; H69AR cells, CellTiter-Glo, 72 h; measured here: cytotoxicity without doxorubicin
# MRP reversal with doxorubicin: second read-out of MRP reversal, no call of its own (marks repeat the call); viability, %; measured here: viability with 2 uM doxorubicin; active compounds read low
# IL1B NFkB inh cell count 2 µM: further read-out of IL1B NFkB inh, marked with its call; cell count; measured here: cells passing quality filter;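 raw number of nuclei counted in each imaged well without normalization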
# IL1B NFkB pot cell count 2 µM: also measured in IL1B NFkB pot; calls as there; cell count; measured here: cells passing quality filter
# * marks the source's active call; other numbers are inactive results; ? = inconclusive; · = not tested or not shown.
1	CCN(CC)S(=O)(=O)c1ccc(C(=O)N2CCCCC2)cc1
2	O=C(OCc1cc(=O)n2c(n1)sc1ccccc12)c1ccc2c(=O)n3c(nc2c1)CCC3
3	c1ccc2nc(N3CCOCC3)c(N3CCOCC3)nc2c1
4	Fc1ccc(CN2CCCCCC2)c(F)c1
5	COc1cccc(Nc2nnc(SCC(=O)N3CC(C)OC(C)C3)s2)c1 (stereo not drawn)
6	Cc1cccc(NC(=O)CCCN2C(=O)c3ccccc3C2=O)n1
7	O=C(Cc1ccccc1)NC1CCS(=O)(=O)C1 (stereo not drawn)
8	Cn1c(=O)c2c(nc(NCc3ccc4c(c3)OCO4)n2Cc2ccc(F)cc2)n(C)c1=O

compound no.,1,2,3,4,5,6,7,8
MRP reversal,6,0,-3,-21,0,-1,5,-53
MRP reversal cytotoxicity,100,82,97,93,71,87,92,23
MRP reversal with doxorubicin,94,82,100,114,71,89,88,76
Bcl-B displacement,0%,-8%,-2%,-9%,-10%,-1%,·,0%
IL1B NFkB inh,4,·,-2,·,-19,1,-16,44*
IL1B NFkB inh cell count 2 µM,160,·,144,·,136,144,86,135*
IL1B NFkB pot,-3,·,2,·,19,-1,16,-44
IL1B NFkB pot cell count 2 µM,160,·,144,·,136,144,86,135
PLAP inhibition,-29%,-40%,18%,8%,-55%,3%,·,7%

9	COc1ccccc1S(=O)(=O)Cc1ccc(C(=O)NCCN(C)C)o1
10	Oc1[nH]c2ccccc2c1C=Nc1ccc2c(c1)OCO2
11	Cc1cc(C(=O)COC(=O)c2ccc3c(c2)OCO3)c(C)n1Cc1cccs1
12	CCOc1ccc(N(CC)C(=O)COc2cc(=O)n(CC)c3ccccc23)cc1
13	Cc1nnc(N2CCN(C)CC2)c2nn(-c3ccc(Cl)cc3)c(C)c12
14	Cc1ccc(C)c(Cn2nnc3c(=O)[nH]c(C4CCN(C(=O)c5cccs5)CC4)nc32)c1
15	COc1cc(C2C(C#N)=C(N)OC3=C2C(=O)CCC3)ccc1OC(=O)N1CCOCC1 (stereo not drawn)
16	Cc1cc(C(=O)Nc2sc(C)c(C)c2C#N)no1

compound no.,9,10,11,12,13,14,15,16
MRP reversal,6,·,4,7,3,26,12,-20
MRP reversal cytotoxicity,98,·,95,87,87,61,92,50
MRP reversal with doxorubicin,93,·,91,80,85,36,80,69
Bcl-B displacement,·,0%,-20%,-5%,·,-8%,-4%,2%
IL1B NFkB inh,18,·,-6,7,-5,-23,4,-15
IL1B NFkB inh cell count 2 µM,179,·,156,155,130,41,123,122
IL1B NFkB pot,-18,·,6,-7,5,23,-5,15
IL1B NFkB pot cell count 2 µM,179,·,156,155,130,41,123,122
PLAP inhibition,·,7%,-1%,-94%,·,-91%,-26%,-9%

17	COc1cccc(C(=O)N(CN2CCCC2=O)c2cccc(Cl)c2)c1OC
18	Cc1ccc(SCC(=O)Nc2cccc(-c3nnc(-c4ccco4)o3)c2)cc1
19	COc1ccccc1NS(=O)(=O)c1ccc(C(=O)OCC(=O)NCc2ccco2)cc1
20	O=C(Cn1ncc2c1-c1ccccc1OC2)Nc1ccc(Cl)cn1
21	CC1=C(C#N)C(=O)NC(C)(C)C1
22	Fc1ccc(NC(=S)N2N=CCC2c2ccccc2)cc1 (stereo not drawn)
23	COc1ccccc1NC(=O)CC1C(=O)NCCN1C(=O)Nc1ccccc1 (stereo not drawn)
24	COc1cccc(C(N)CC(=O)O)c1 (stereo not drawn)

compound no.,17,18,19,20,21,22,23,24
MRP reversal,-10,·,2,10,11,1,-2,-6
MRP reversal cytotoxicity,94,·,91,90,89,104,84,103
MRP reversal with doxorubicin,104,·,89,80,77,102,86,110
Bcl-B displacement,0%,1%,8%,-2%,5%,3%,2%,-8%
IL1B NFkB inh,-20,-1,3,-45,-13,4,-18,·
IL1B NFkB inh cell count 2 µM,141,105,118,80,134,184,111,·
IL1B NFkB pot,20,1,-3,?,13,-4,18,·
IL1B NFkB pot cell count 2 µM,141,105,118,·,134,184,111,·
PLAP inhibition,-2%,21%,-49%,0%,9%,-34%,17%,11%

25	COc1ccc(-c2cc(C(=O)NCc3ccco3)no2)cc1OC
26	Cc1nnc2c3ccccc3c(-c3cccc4ccccc34)nn12
27	CCOC(=O)c1sc(=S)n(-c2ccc(Cl)cc2)c1C
28	Nn1c(SCC(=O)N2CCCc3ccccc32)nnc1-c1ccccc1
29	CN(C)C(CNC(=O)c1cccc(S(=O)(=O)N2CC3(C)CC2CC(C)(C)C3)c1)c1ccco1 (stereo not drawn)
30	Nc1c(S(=O)(=O)c2cc(Cl)ccc2Cl)c2nc3ccccc3nc2n1CCN1CCOCC1
31	O=C(NCCCN1CCCCCC1)c1ccc2c(c1)NC(=O)C(N1CCOCC1)S2 (stereo not drawn)
32	O=C(OCC(=O)c1ccccc1Br)c1ccccn1

compound no.,25,26,27,28,29,30,31,32
MRP reversal,8,·,7,9,4,·,14,7
MRP reversal cytotoxicity,100,·,87,94,70,·,101,90
MRP reversal with doxorubicin,93,·,80,85,66,·,87,83
Bcl-B displacement,1%,4%,·,5%,-35%,-10%,3%,-6%
IL1B NFkB inh,-6,-16,8,-21,·,3,6,0
IL1B NFkB inh cell count 2 µM,180,132,126,168,·,155,95,120
IL1B NFkB pot,6,17,-8,21,·,-3,-6,0
IL1B NFkB pot cell count 2 µM,180,132,126,168,·,155,95,120
PLAP inhibition,26%,4%,·,-13%,-58%,-66%,-24%,8%

33	Cc1nc(CS(=O)c2ccc(Cl)cc2)cc(N2CCOCC2)n1 (stereo not drawn)
34	O=C1c2ccccc2C(=O)N1Cc1nc(-c2cccnc2)no1
35	O=C(c1ccccc1)[C@H]1CC=CC[C@H]1C(=O)O
36	O=C1C2C3C=CC(C4CC34)C2C(=O)N1/N=C/c1ccc(-c2ccccc2[N+](=O)[O-])o1 (stereo not drawn)
37	COc1cccc(-c2nnc(SCC(=O)Nc3cc(C)on3)n2C)c1
38	CC1(C)Cc2nc3[nH]c(=S)n(-c4ccccc4)c(=O)c3cc2CO1
39	CCSc1nc2ccccc2n1Cc1ccccc1F
40	CC(C)C(=O)NS(=O)(=O)c1ccc(N)cc1

compound no.,33,34,35,36,37,38,39,40
MRP reversal,·,-34,0,16,3,·,13,13
MRP reversal cytotoxicity,·,61,89,86,94,·,85,103
MRP reversal with doxorubicin,·,95,89,70,92,·,72,91
Bcl-B displacement,17%,·,2%,-8%,-2%,·,·,6%
IL1B NFkB inh,0,-2,-3,-2,4,0,-1,·
IL1B NFkB inh cell count 2 µM,173,120,171,129,185,139,82,·
IL1B NFkB pot,0,2,3,2,-4,0,1,·
IL1B NFkB pot cell count 2 µM,173,120,171,129,185,139,82,·
PLAP inhibition,-8%,·,-13%,6%,20%,·,·,7%

41	Cc1ccnc(NC(=O)COc2ccc3oc4c(c3c2)CCCC4)c1
42	CC1(C)CC(=O)C2=C(C1)Oc1ncn(Cc3ccco3)c(=N)c1C2c1ccccc1 (stereo not drawn)
43	COC(=O)c1ccsc1NC(=O)CN1CCN(Cc2ccc3c(c2)OCO3)CC1
44	CNC(=S)NNC(=O)c1sccc1OCc1ccccc1
45	Cc1ccc(-n2[nH]c(C)c(C=Nc3ccc4[nH]c(=O)[nH]c4c3)c2=O)cc1C
46	CC(C)Cn1c(SCC#N)nc2ccccc2c1=O
47	O=C(Nc1ccc(-c2nnc(-c3ccco3)o2)cc1)C(c1ccccc1)c1ccccc1
48	COc1ccc(S(=O)(=O)N2CCN(CC(=O)Nc3cccc(F)c3)CC2)cc1

compound no.,41,42,43,44,45,46,47,48
MRP reversal,·,13,·,·,·,4,6,-3
MRP reversal cytotoxicity,·,77,·,·,·,101,84,92
MRP reversal with doxorubicin,·,63,·,·,·,98,77,95
Bcl-B displacement,·,6%,5%,-6%,3%,-2%,4%,-5%
IL1B NFkB inh,-13,-3,7,-4,5,·,2,-3
IL1B NFkB inh cell count 2 µM,162,151,131,171,131,·,206,148
IL1B NFkB pot,13,3,-7,4,-5,·,-2,3
IL1B NFkB pot cell count 2 µM,162,151,131,171,131,·,206,148
PLAP inhibition,·,-26%,-36%,-35%,-48%,8%,15%,-26%

49	O=C(CC1CCCC1)NCCc1cn2ccccc2n1
50	NS(=O)(=O)c1cccnc1Nc1c(Cl)cccc1Cl
51	Cc1csc(NC(=O)C2CCCN(S(=O)(=O)c3ccc(Br)s3)C2)n1 (stereo not drawn)
52	Cc1cc(=O)n(CC=C(Cl)Cl)c2ccccc12
53	Cc1cc(NS(=O)(=O)c2ccc(NC(=O)C(CC(C)C)N3C(=O)c4ccccc4C3=O)cc2)nc(C)n1 (stereo not drawn)
54	CCN(CC)CC(=O)Nc1ccc(C)cc1Br
55	Cn1c(=O)cc(N2CCCCC2)[nH]c1=O
56	CCCOc1cccc(C2C(C(=O)c3ccco3)=C(O)C(=O)N2CCN(CC)CC)c1 (stereo not drawn)

compound no.,49,50,51,52,53,54,55,56
MRP reversal,-8,·,-13,9,-3,-1,9,9
MRP reversal cytotoxicity,92,·,71,98,94,86,95,95
MRP reversal with doxorubicin,100,·,84,89,97,87,87,86
Bcl-B displacement,16%,-1%,-20%,-17%,-4%,-14%,·,0%
IL1B NFkB inh,-6,-9,-4,-6,·,4,7,-49
IL1B NFkB inh cell count 2 µM,66,195,63,163,·,159,73,127
IL1B NFkB pot,6,9,5,6,·,-4,-7,49*
IL1B NFkB pot cell count 2 µM,66,195,63,163,·,159,73,127*
PLAP inhibition,-6%,-18%,-52%,9%,-13%,-45%,·,-58%

57	O=C(CSc1ncn[nH]1)Nc1ccccc1Sc1ccc(Cl)cc1
58	O=C(NCc1ccco1)C(c1ccccc1)N(C(=O)Cc1cccs1)c1ccccc1 (stereo not drawn)
59	C=CC[N+]1(CC#CCOC(c2ccccc2)c2ccccc2)CCOCC1
60	c1ccc(-n2c(Cc3cccnc3)nc3cnccc32)cc1
61	CC(=O)Oc1ccc2oc(=O)c3c(c2c1)CCCN3C(=O)CN1CCN(c2ncccn2)CC1
62	C/C(N)=C(/C#N)C(=O)CSc1nnc(COc2ccccc2Cl)o1
63	Cc1cc(Oc2ccccc2)nc(SCC(=O)Nc2ccccc2)n1
64	CN1c2ccccc2C(O)=C(C(=S)Nc2ccc(F)c(Cl)c2)S1(=O)=O

compound no.,57,58,59,60,61,62,63,64
MRP reversal,24,3,12,·,19,-28,4,·
MRP reversal cytotoxicity,109,86,110,·,94,58,72,·
MRP reversal with doxorubicin,86,82,97,·,75,87,67,·
Bcl-B displacement,-4%,·,10%,·,0%,26%,-20%,-2%
IL1B NFkB inh,1,10,-12,-1,21,-6,-25,2
IL1B NFkB inh cell count 2 µM,151,74,59,135,82,126,153,117
IL1B NFkB pot,-1,-10,11,1,-21,6,25,-2
IL1B NFkB pot cell count 2 µM,151,74,59,135,82,126,153,117
PLAP inhibition,-57%,·,-6%,·,-9%,29%,8%,-24%

# From no. 58 up to 64, as listed above:
58	O=C(NCc1ccco1)C(c1ccccc1)N(C(=O)Cc1cccs1)c1ccccc1 (stereo not drawn)
59	C=CC[N+]1(CC#CCOC(c2ccccc2)c2ccccc2)CCOCC1
60	c1ccc(-n2c(Cc3cccnc3)nc3cnccc32)cc1
61	CC(=O)Oc1ccc2oc(=O)c3c(c2c1)CCCN3C(=O)CN1CCN(c2ncccn2)CC1
62	C/C(N)=C(/C#N)C(=O)CSc1nnc(COc2ccccc2Cl)o1
63	Cc1cc(Oc2ccccc2)nc(SCC(=O)Nc2ccccc2)n1
64	CN1c2ccccc2C(O)=C(C(=S)Nc2ccc(F)c(Cl)c2)S1(=O)=O

compound no.,58,59,60,61,62,63,64
MRP reversal,3,12,·,19,-28,4,·
MRP reversal cytotoxicity,86,110,·,94,58,72,·
MRP reversal with doxorubicin,82,97,·,75,87,67,·
Bcl-B displacement,·,10%,·,0%,26%,-20%,-2%
IL1B NFkB inh,10,-12,-1,21,-6,-25,2
IL1B NFkB inh cell count 2 µM,74,59,135,82,126,153,117
IL1B NFkB pot,-10,11,1,-21,6,25,-2
IL1B NFkB pot cell count 2 µM,74,59,135,82,126,153,117
PLAP inhibition,·,-6%,·,-9%,29%,8%,-24%

# This is a subset (hit frequency here may not be typical).
